# Screens (PubChem)
# ELG1 repair inh: ELG1-dependent DNA repair inhibition. HEK293T ELG1-luciferase reporter, luminescence, 16 h; DNA damage induced by 5-fluorouridine. AID 504467. hit rate 2.3% among 330,000. Potency, µM (top dose mostly 46.1 µM), inactives show at the top dose activity change, negative = inhibition, hits mostly inhibitors; further: potency means the concentration at half of the fitted maximal effect; on the % scale 0 is the no-effect control and ±100 the full control effect; nearly all actives have a fitted effect of over 55% in size
#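 5-Fluorouridine DNA damage + compound/DMSO, 2,000 cells/well, 16 h, 37 °C/5% CO2. ONE-Glo, 30 min RT, luminescence. Readout = decrease in reporter signal.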
# Mito fusion act: inhibitors of mitochondrial division or activators of mitochondrial fusion; S. cerevisiae fusion-defective mutant growth rescue, CellTiterGlo 48 h; Potency, µM (highest dose often 46.1 µM), without a hit: at the highest dose growth rescue (activation), most hits filed as activators; hit rate 0.23% among 320,000; AID 485298;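 further: potency means the concentration at half of the fitted maximal effect; % of control where 0% means no effect; nearly all actives have a fitted effect of over 45% in size; temperature-sensitive fusion mutants such as fzo1-1 at 37 °C on non-fermentable ethanol glycerol medium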
#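 Temperature-sensitive fusion-defective S. cerevisiae (e.g. fzo1-1, mgm1-5) were grown with compound in YPEG medium (3% ethanol, 3% glycerol) for 48 hours at 37C. Growth rescue was measured as viability by CellTiterGlo luminescence after 10 minutes at ambient.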
# Integrin act MD: activates integrin-mediated alleviation for muscular dystrophy; alpha7betagal myoblasts, beta-gal FDG fluorescence, 48 h; Potency, µM (top dose mostly 38.3 µM), without a hit: at the highest dose activation, hits mostly activators; hit rate 0.064% among 350,000; AID 624291;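 further: potency means the concentration at half of the fitted maximal effect; 100% = response of the positive control SU9516; nearly all actives have a fitted effect of over 60% in size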
#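 Alpha7betagal+/- myoblasts (passage 13) were plated 16-24 hr, then exposed to compounds (1:260 dilution of DMSO stock) for 48 hours at 37C. After MPER lysis, β-galactosidase reporter activity was read as FDG fluorescence (ex 480/em 540) after 30 minutes.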
# A-T KAP1 phos: candidate therapy for ataxia-telangiectasia | […] A-T fibroblasts, KAP-1 phosphorylation AlphaLISA; neocarzinostatin DNA damage 30 min before lysis | Potency, µM (highest dose often 57.5 µM), without a hit: at the highest dose activation, most hits filed as activators | hit rate 0.19% among 320,000 | AID 485349; further: potency means the concentration at half of the fitted maximal effect; % of control where 0% means no effect; nearly all actives have a fitted effect of over 45% in size
#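 hTERT-immortalized A-T patient fibroblasts ([…]), 500 cells/well in OPTI-MEM, 1% FBS, got compounds for 60 min, then NCS for 30 min at 37C. Lysates were then assayed for phospho-KAP-1 by AlphaLISA (anti-pKAP1 donor, anti-KAP1 acceptor beads), 6 hr at 25C.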
# TSHR antagonist: antagonists of human thyroid stimulating hormone receptor | P16473 | TSHR-expressing cells, TSH-stimulated cAMP HTRF, 2 h; stronger effect = lower value | activity change, negative = inhibition, % at 11.5 µM | hit rate 0.2% among 330,000 | AID 504810;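 active means activity change below a set negative limit, meaning inhibition stronger than a set level, cut at about -70% in these data; inconclusive means activity change between two set negative limits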; further: on the % scale 0 is the no-effect control and ±100 the full control effect
#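 Competitive HTRF cAMP read-out (cryptate anti-cAMP antibody, cAMP-d2; 30 min, room temperature) in freshly harvested TSHR cells. Compounds added before TSH at EC80 (4nM final), followed by 2 hours' incubation at 37 deg C.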
# TCR act: activators of T cell receptors; primary human leukocytes, anti-CD3, IL-2 HTRF, 48 h; Potency, µM (top dose mostly 9.22 µM), inactives show at the top dose activation of IL-2 secretion, hits mostly activators; 330,000 tested, under 10 active; AID 504894; further: % of control where 0% means no effect
#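 Primary human leukocytes incubated 48 hr with anti-CD3 beads plus compound, without co-stimulation. Secreted IL-2 measured by HTRF (europium cryptate/d2 anti-IL-2 pair, 320 nm excitation, 665 nm emission).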
# Chronic BCR inh: blocks chronic active B-cell receptor signaling | ABC-DLBCL IkBa-CBG/CBR reporter, luminescence ratio, 4 h | Potency, µM (titrated, usually from 46.1 µM), without a hit: top-dose ratio change, negative = lower green/red ratio, usual class: inhibitors | hit rate 0.05% among 340,000 | AID 493014; active means well fitted inhibition curve with a large enough effect in the signal ratio, with a control signal flat, not every such curve was filed as active; inconclusive means small, poorly fitted or top-dose-only effect, or effect the other way, or a change in a side signal; the % refers to the signal ratio;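 further: potency means the concentration at half of the fitted maximal effect; plate controls were basal doxycycline-induced cells for no effect and cells given 10 µM MG132 for full effect; MG132 reads +100%, hits lower the ratio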
#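 Cell line TMD8 (human ABC DLBCL), stably expressing tet-inducible CBG68-IkBa fusion and CBR; IMDM/0.5% FBS; cpd up to 46 uM; dox induction, 4 h, 37C/5% CO2; dual luminescence; green/red ratio; MG132 control.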
# Eya2 phos inh: inhibitors of human Eya2 phosphatase activity; hit rate 0.006% among 330,000; AID 488837; Potency, µM (highest dose often 76.9 µM), for inactives: top-dose activity, negative = inhibition, most hits filed as inhibitors; O00167; recombinant Eya2, OMFP fluorescence dephosphorylation (OMFP is methylfluorescein phosphate); further: potency means the concentration at half of the fitted maximal effect; on the % scale 0 is the no-effect control and ±100 the full control effect
# Target sequence (O00167 whole entry, looked up): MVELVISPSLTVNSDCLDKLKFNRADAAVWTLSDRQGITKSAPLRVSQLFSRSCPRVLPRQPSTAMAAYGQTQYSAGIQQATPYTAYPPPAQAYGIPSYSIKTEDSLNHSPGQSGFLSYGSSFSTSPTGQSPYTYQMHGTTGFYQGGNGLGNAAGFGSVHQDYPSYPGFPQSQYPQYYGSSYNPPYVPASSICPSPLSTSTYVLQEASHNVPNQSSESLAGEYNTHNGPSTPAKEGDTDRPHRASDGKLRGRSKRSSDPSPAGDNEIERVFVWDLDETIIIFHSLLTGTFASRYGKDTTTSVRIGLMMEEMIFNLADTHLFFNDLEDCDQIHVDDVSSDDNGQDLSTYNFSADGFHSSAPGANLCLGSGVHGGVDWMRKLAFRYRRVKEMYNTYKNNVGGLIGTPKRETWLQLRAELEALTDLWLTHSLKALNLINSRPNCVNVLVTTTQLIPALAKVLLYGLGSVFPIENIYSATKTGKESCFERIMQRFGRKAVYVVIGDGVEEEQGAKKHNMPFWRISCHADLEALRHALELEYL
#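 Eya2 protein (added as 0.2 uM solution) was preincubated with compound for 10 min at ambient temperature in 50 mM HEPES pH 7.5, 50 mM NaCl, 5 uM MgCl2, 0.05% BSA, 1 mM DTT. OMFP (added at 50 uM) then reacted 10 min; fluorescence read at 485/525 nm.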
# PTAP TSG101 blk: blocks PTAP/TSG101 interaction to inhibit HIV-1 budding | 340,000 tested, under 10 active | Potency, µM (highest dose often 115 µM), without a hit: at the top dose activity change, negative = inhibition, actives largely listed as inhibitors | Fluorescence polarization, FITC-PTAP peptide / Tsg101 binding | AID 493005 | Q99816; active means well fitted inhibition curve with a large enough effect in the main read-out, with a control signal flat, not every such curve was filed as active; inconclusive means small, poorly fitted or top-dose-only effect, or effect the other way, or a change in a side signal; inactive means no such curve, though single readings can be large or run the other way; further: potency means the concentration at half of the fitted maximal effect; % of control where 0% means no effect
#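 Fluorescence polarization binding of Tsg101 binding domain (10 uM final) to FITC-labeled PTAP peptide (50 nM final) in HEPES pH 7.5 buffer with NaCl, Tween 20, EDTA, TCEP. Compounds added before peptide; binding 20 min at RT.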
# Tb PFK inh: inhibitors of T. brucei phosphofructokinase | O15648 | T. brucei PFK, ADP-Glo luminescence | Potency, µM (highest dose often 57.5 µM), for the others: top-dose activity, negative = inhibition, usual class: inhibitors | hit rate 0.17% among 330,000;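 further: potency means the concentration at half of the fitted maximal effect; 0% = uninhibited 1x PFK enzyme wells and -100% = no-enzyme wells; nearly all actives have a fitted effect of over 60% in size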
# Target sequence (O15648 whole entry, looked up): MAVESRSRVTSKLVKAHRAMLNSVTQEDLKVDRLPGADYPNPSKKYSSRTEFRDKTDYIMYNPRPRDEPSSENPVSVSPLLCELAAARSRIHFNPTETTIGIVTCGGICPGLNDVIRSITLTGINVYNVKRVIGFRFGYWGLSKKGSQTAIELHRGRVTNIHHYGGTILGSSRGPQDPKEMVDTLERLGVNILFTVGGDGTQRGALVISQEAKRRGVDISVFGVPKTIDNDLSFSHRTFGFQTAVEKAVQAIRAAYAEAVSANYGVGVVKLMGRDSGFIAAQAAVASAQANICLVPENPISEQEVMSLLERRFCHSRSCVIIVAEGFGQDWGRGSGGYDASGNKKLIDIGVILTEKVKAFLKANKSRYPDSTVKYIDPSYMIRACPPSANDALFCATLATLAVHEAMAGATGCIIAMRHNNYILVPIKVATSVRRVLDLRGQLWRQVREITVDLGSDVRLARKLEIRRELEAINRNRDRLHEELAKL
#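 Activity is normalized to no-enzyme wells (full inhibition) and 1.25 nM enzyme wells (no inhibition). Reaction: 0.5 mM F6P, 0.1 mM ATP, 45 min RT, ADP-Glo luminescence; concentration-response curves fitted and classed by quality.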
# S-ASM inh: inhibitors of human secretory acid sphingomyelinase. P17405. placental ASM, HMU-PC fluorogenic substrate, 60 min. Potency, µM (titrated, usually from 57.5 µM), inactives show at the top dose activity change, negative = inhibition, usual class: inhibitors. hit rate 0.006% among 340,000. AID 504937; further: potency means the concentration at half of the fitted maximal effect
#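 Steps: dispense placental human ASM, pin compound, wait 10 min at room temperature, add HMU-PC0 substrate at 9 uM final, incubate 60 min at 37 °C, add stop solution raising pH to 10, read fluorescence.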
# Starred values were filed as active, the others as inactive; ? = inconclusive; / = no result given; [ ] = another dose, or the depositor's remark. Unless noted, the call rests on the fitted dose curve; in most records, active means well fitted curve in the direction sought with a large enough effect; inconclusive means small, poorly fitted or top-dose-only effect, or another doubt; inactive means no such curve, though single readings can be large; an effect the other way counts as inactive or inconclusive.
# Results follow in this order: Integrin act MD	Chronic BCR inh	PTAP TSG101 blk	TCR act	A-T KAP1 phos	Tb PFK inh	S-ASM inh	Mito fusion act	TSHR antagonist	Eya2 phos inh	ELG1 repair inh
- COc1ccc(C(=O)Nc2ccc(CN3CCCCC3)cc2)cc1
→ -22%	1%	-4%	12%	-1%	-2%	4%	1%	-1	?	5%
- Cc1cc(C)c2c(c1)/C(=N/NC(=O)c1cc(C)oc1C)CCC2
→ 7%	?	-7%	-4%[46.1 µM]	1%	0%	0%	4%	5	-20%	12%
- O=C(CCCCn1c(=O)c2ccccc2n(CC(=O)NC2CCCC2)c1=O)NC1CCCC1
→ 14%	-2%	-4%	6%	0%	-5%	5%	1%	-3	10%	-14%
- CSCCC(NS(=O)(=O)c1ccccc1F)C(=O)NCC(c1ccco1)N(C)C (stereo not given)
→ ?	-6%	-6%	-6%	-1%	9%	0%	/	-14	-2%	-1%
- CCCCCc1ccc(CC(=O)Nn2c(C)nc3ccccc3c2=O)cc1
→ -17%	?	-10%	2%	3%	3%	?	?	-36	-38%	?
- NS(=O)(=O)c1ccc(NC(=O)CCC(=O)N2CCOCC2)cc1
→ 10%	-8%	5%	6%	1%	-3%	2%	11%	9	-22%	-5%
- C=CCNC(=S)NNc1ncnc2sc3c(c12)CC(C)(C)OC3
→ -20%	?	-4%	1%	-5%	-3%	1%	-6%	11	-2%	?
- CC(C)(C)c1cc[n+](-c2nc([O-])sc2C=O)cc1
→ -3%	2%	-3%	-3%	1%	3%	5%	-6%	0	16%	4%
- CCSc1nc(N)nc(-c2cccs2)c1C#N
→ 9%	-16%	-2%	0%	1%	-3%	9%	-2%	11	1%	?
- Cc1cccc(-c2noc(-c3ccccc3C(=O)NCC3CCCO3)n2)c1 (stereo not given)
→ -8%	0%	-6%	-7%	-1%	7%	-4%	14%	20	-10%	?
- N#CCC(=O)N/N=C/c1ccc(Sc2nc3ccccc3s2)o1
→ -15%	?	-2%	8%	-2%	0%	-15%	2%	8	10%	1%
- O=C(c1ccc(CN2CCOCC2)cc1)N1CCN(c2ccccc2)CC1
→ 14%	-3%	-7%	-2%[46.1 µM]	-4%	-2%	1%	-1%	2	1%	-1%
- CCOc1cc(C(=O)Nn2cnnc2)cc(OCC)c1OCC
→ -4%	-1%	0%	-2%	18%	-5%	2%	0%	13	1%	4%
- O=C(O)C1CCCN1C(=O)Nc1ccc(F)cc1 (stereo not given)
→ -11%	5%	-3%	4%	-12%	-2%	6%	-1%	8	-9%	17%
- COc1ccc(C(=O)NNC2=Nc3cccc4cccc2c34)cc1
→ 4%	4%	0%	6%	2%	0%	15%	-6%	-9	10%	-9%
- O=C(NCCCN1CCOCC1)c1cc(-c2ccc(Cl)s2)nc2ccccc12
→ -50%[inhibitor]	14%	0%	7%	-2%	-5%	132%[activator]	-10%	-3	-14%	5%
- Cc1cc(N)ccc1N=Nc1c(C)n(C)n(-c2ccccc2)c1=O
→ 15%	?	-3%	-1%	-7%	3%	-7%	-4%	21	-3%	?
- O=C(Cc1cc(C(=O)O)c2ccccc2n1)Nc1ccccc1
→ 8%	?	-2%	4%	-6%	-7%	5%	0%	13	-1%	?
- CCC(Sc1nnc2c3ccccc3n(CC)c2n1)C(=O)Nc1sc2c(c1C#N)CCCC2 (stereo not given)
→ -14%	3%	-4%	4%	5%	2%	-12%	5%	3	-12%	?
- Cc1nn(-c2ccccc2)c2c1c(C)c(CCC(=O)N1CCOCC1)c(=O)n2C
→ -17%	9%	-2%	-6%	6%	0%	-11%	6%	30	9%	-30%
- O=C(NCC(c1ccc(F)cc1)N1CCOCC1)c1ccc(C(=O)c2ccccc2)cc1 (stereo not given)
→ 17%	-1%	-5%	1%	3%	7%	-1%	2%	-7	3%	-19%
- COc1cc(/C=N/N2CCN(C3c4ccccc4-c4ccccc43)CC2)ccc1O
→ -10%	25%	-1%	-6%	-3%	1%	-4%	4%	-4	8%	?
- COCCNc1nnc(SCC(=O)Nc2cc(C)on2)s1
→ -37%	0%	-5%	/	-2%	-2%	1%	-3%	14	6%	16%
- COc1cc(NC(=O)COc2ccccc2C)ccc1NC(=O)c1ccco1
→ 28%	-1%	-4%	1%	2%	-11%	0%	-1%	3	15%	-5%
- Cc1ccnc(SCCn2c(Br)nc3c2c(=O)[nH]c(=O)n3C)n1
→ -3%	1%	-6%	3%	1%	1%	1%	4%	3	21%	-14%
- N#C/C(=C\c1cccc([N+](=O)[O-])c1)C(=O)Nc1cccnc1
→ 29%	6%	-2%	-2%	-3%	-7%	2%	7%	4	-1%	3%
- CS(=O)(=O)NC1CCN(Cc2ccccc2)CC1
→ 9%	-1%	-2%	-1%	2%	1%	4%	-3%	5	10%	0%
- Cc1nc(SCC(=O)NCc2ccco2)c2oc3ccccc3c2n1
→ -7%	-1%	-6%	2%	0%	1%	-1%	7%	-8	-5%	1%
- Cc1nn(C)cc1CNC(=O)c1cccc(F)c1
→ 5%	0%	1%	8%[46.1 µM]	2%	-1%	-6%	-3%	11	-2%	1%
- COc1cc2oc(=O)cc(-c3ccc(-c4ccc(F)c(Cl)c4)cc3)c2c(OC)c1OC
→ -11%	0%	-3%	-2%[46.1 µM]	-9%	0%	18%	/	1	-8%	0%
- Cc1ccc(C2C(C#N)=C(N)Oc3n[nH]c(-c4cccs4)c32)cc1 (stereo not given)
→ 20%	-23%	-1%	-2%[46.1 µM]	4%	-1%	0%	3%	9	5%	5%
- O=C(CCO)c1ccc(O)cc1
→ 3%	-14%	-18%	-37%	-15%	?	1%	-1%	-9	6%	-13%
- CN1CCN2c3ncccc3Cc3ccccc3[C@@H]2C1
→ /	-1%	-5%	-3%	-1%	3%	5%	-1%	7	6%	?
- CN(Cc1nc(-c2ccccn2)no1)S(=O)(=O)c1ccc(Cl)cc1
→ -8%	0%	1%	-4%	-8%	-8%	1%	-3%	19	6%	20%
- CC1(C)Cc2c(sc3c2c(=N)n(Cc2ccco2)c(=O)n3CC(=O)Nc2ccccc2)CO1
→ -9%	?	-1%	12%	-2%	-7%	-5%	3%	5	-1%	9.2µM*
- N#Cc1ccc(NC(=O)Cn2cnc(S(=O)(=O)N3CCCCC3)c2)cc1
→ 19%	0%	-7%	1%	6%	-11%	-1%	-6%	1	-5%	0%
- CCCCn1c(N)c(N(CC(C)C)C(=O)COC(=O)C2(c3ccccc3)CC2)c(=O)[nH]c1=O
→ 4%	-3%	0%	2%	1%	1%	3%	-2%	-3	-19%	7%
- CC1=C(C(=O)OCc2ccccc2)C(c2ccco2)C2=C(CC(C)(C)CC2=O)N1 (stereo not given)
→ -24%	4%	-3%	6%	7%	3%	185%[activator]	18%	1	4%	-6%
- COCCCNC(=O)CN(c1cc([N+](=O)[O-])ccc1OC)S(C)(=O)=O
→ 1%	0%	-2%	-8%	2%	2%	0%	-2%	3	-8%	5%
- Cc1cccc(C)c1OCC(=O)NC(Cc1c[nH]c2ccccc12)C(=O)O (stereo not given)
→ ?	-11%	1%	-3%	-1%	-1%	2%	12%	8	5%	2%
- Cc1ccc(Cl)c2c1NC(=O)C2(O)CC(=O)c1ccc(Br)cc1 (stereo not given)
→ -22%	-22%	-10%	-4%	-3%	-4%	-6%	-4%	7	-31%	?
- O=S(=O)(c1ccccc1C(F)(F)F)N1CCN(CC(O)COc2ccccc2F)CC1 (stereo not given)
→ -1%	?	-1%	3%	3%	-6%	1%	9%	3	-1%	?
